NPY-Y2 PAM-ag: potentiates or activates human NPY-Y2 receptor | P49146 | cells expressing NPY-Y2, potentiator/agonist read-out | activation, % at 3.6 µM | actives 0.45% (n = 220,000) | AID 1359; in the data active = activation above about 27%;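 note: cells stimulated with NPY near EC25 plus isoproterenol at EC100; 0% = vehicle plus submaximal agonist and 100% = vehicle plus saturating agonist; some results beyond the cut were filed as inactive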
NPY-Y1 PAM-ag: potentiates or activates human NPY-Y1 receptor | P25929 | NPY-Y1 expressing cells, potentiator/agonist activation | activation, % at 3.6 µM | actives 0.37% (n = 220,000) | AID 1304; in the data active = activation above about 33%, passing the limit was not always enough;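 note: cells stimulated with NPY at EC10 then isoproterenol at EC100; 0% = low agonist plus stimulus and 100% = saturating agonist plus stimulus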
Target sequence (P25929 whole entry, looked up): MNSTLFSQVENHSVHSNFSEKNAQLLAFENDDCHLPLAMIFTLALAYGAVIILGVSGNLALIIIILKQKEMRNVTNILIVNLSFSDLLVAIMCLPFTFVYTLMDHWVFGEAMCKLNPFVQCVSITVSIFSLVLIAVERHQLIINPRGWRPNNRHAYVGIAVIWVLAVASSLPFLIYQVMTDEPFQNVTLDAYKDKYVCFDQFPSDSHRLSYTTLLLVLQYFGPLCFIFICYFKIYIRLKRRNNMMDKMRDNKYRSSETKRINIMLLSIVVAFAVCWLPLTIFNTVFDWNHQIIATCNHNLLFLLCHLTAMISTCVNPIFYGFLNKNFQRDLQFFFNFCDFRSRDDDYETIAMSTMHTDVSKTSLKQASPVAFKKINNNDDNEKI
EP2 mod: modulators of human EP2 prostaglandin E2 receptor; EP2-expressing cells, cAMP HTRF FRET, PGE2 co-stimulation; induction, % at 25 µM; actives 0.83% (n = 260,000);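 active = compounds whose cAMP rise, as percent of the full-agonist control response, exceeds 60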;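 note: rat C6 glioma line stably carrying human EP2 under a CMV promoter; the protocol text gives 20 µM as final concentration; 100% = response of wells given 1 µM PGE2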
Target sequence (P43116 whole entry, looked up): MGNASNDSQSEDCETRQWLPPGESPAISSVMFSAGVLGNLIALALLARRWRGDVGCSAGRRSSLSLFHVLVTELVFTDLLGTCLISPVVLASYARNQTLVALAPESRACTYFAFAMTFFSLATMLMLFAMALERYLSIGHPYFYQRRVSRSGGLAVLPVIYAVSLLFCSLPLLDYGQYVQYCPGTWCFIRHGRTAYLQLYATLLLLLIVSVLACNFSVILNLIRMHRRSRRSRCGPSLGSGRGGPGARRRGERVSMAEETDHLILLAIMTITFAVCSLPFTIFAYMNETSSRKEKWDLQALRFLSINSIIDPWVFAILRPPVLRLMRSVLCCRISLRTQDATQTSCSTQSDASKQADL
S1P4 antag: antagonists of human S1P4 receptor; S1P4-expressing cells, antagonist mode, reporter read-out; AID 1510; O95977; inhibition, % at 4.98 µM; actives 0.26% (n = 220,000); in the data active = inhibition above about 29%;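 note: 0% = wells stimulated with agonist and 100% = vehicle wells without agonist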
eIF4E-4G inh: blocks eIF4E binding to eIF4G; P63073+Q04637; TR-FRET eIF4E-eIF4GI(517-606) binding, 2 h; inhibition, % at 21.7 µM; actives 0.37% (n = 220,000);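 active = inhibition above about 30%, limit read from the data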;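 note: 0% = full FRET control wells and 100% = background wells lacking eIF4GI fragment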
PGE2 EP2 inh: inhibitors of human EP2 prostaglandin E2 receptor. C6 glioma cells expressing human EP2, cAMP TR-FRET; cells stimulated with saturating PGE2. P43116. AID 1422. inhibition, % at 25 µM. actives 0.52% (n = 260,000);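 active = percent inhibition above 40 after rounding to a whole number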;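 note: rat C6 glioma host cells with rolipram phosphodiesterase inhibitor present; the protocol text gives 20 µM as final concentration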
S1P4 ag: human S1P4 receptor agonism | actives 0.35% (n = 220,000) | S1P4-expressing cell line, agonist reporter assay | activation, % at 4.98 µM | AID 1509 | O95977; in the data active = activation above about 11%;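 note: 0% = DMSO vehicle and 100% = reference agonist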
p97 ATPase inh: blocks human p97 ATPase activity. P55072. recombinant p97 ATPase, Kinase-Glo ATP luminescence, 3 h. inhibition, % at 8 µM. actives 0.42% (n = 220,000); in the data active = inhibition above about 15%;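 note: 0% = DMSO vehicle and 100% = wells lacking enzyme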
NPY Y1 blocker: blocks the human neuropeptide Y Y1 receptor; P25929; actives 1% (n = 200,000); AID 1040; HEK293-CNG Y1 cells, membrane potential fluorescence; NPY at EC95, then isoproterenol; inhibition, % at 3.6 µM;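 active = inhibition above the campaign mean inhibition of all tested compounds plus 3 SD, cut at about 20% in these data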;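 note: 0% = DMSO wells given NPY plus isoproterenol and 100% = isoproterenol alone without NPY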
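Assay system: HEK293 Y1/CNG channel cell line; Doses: single compound dose of 3.6 µM, 0.4% DMSO; Timing: dye 3 h, compound 60 min room temperature, stimulation 45 min; Technique: Membrane-potential fluorescent dye readout; Measure: % inhibition of NPY effect.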
* hit, by the source's call; nt = not tested or not shown; & = joins results of further samples; [ ] = dose if it differs, or a comment. Some of the compounds tested; the hit share may differ from the screen's.

Every second line gives: NPY-Y2 PAM-ag	NPY-Y1 PAM-ag	EP2 mod	S1P4 antag	eIF4E-4G inh	PGE2 EP2 inh	S1P4 ag	p97 ATPase inh	NPY Y1 blocker
> CC1CCCC(NC(=O)C2CCC(CNc3c(N4CCCC4)c(=O)c3=O)CC2)C1C (configuration not stated)
  -3	1	19	-9	-12	1	0.6	1	nt
> COc1cccc(-n2nnnc2SCC(=O)c2ccc(NC(C)=O)cc2)c1
  -1	2	-57	-27	-9[fluorescence artefact?]	20	0.8	3	-5
> Cc1cc(NC(=O)c2cc([N+](=O)[O-])cc([N+](=O)[O-])c2)n(-c2ccccc2)n1
  2	-18	8	0	-6	8	1.1	-1	1
> CCCCn1c(SCC(=O)Nc2ccccc2C(F)(F)F)nc2ccsc2c1=O
  16	24	17	-1	1	5	-0.5	4	12
> N#C/C(=C(/O)COC(=O)CCc1ccc(S(=O)(=O)N2CCOCC2)cc1)c1nc2ccccc2[nH]1
  3	-4	-46	-54	-20	11	0.7	2	5
> CCOC(=O)Cn1c(C)c(C#N)c2ccccc21
  -8	7	18&-6	-2	3	16&6	2.2	-4	5
> O=c1c(Cc2ccc(F)cc2)c(O)ccn1CCc1ccccn1
  2	-12	24	-19	-1	6	0.8	-1	6
> CC1CCN(Cc2ccc(-c3nnn(CC(=O)NC4CCCCC4)n3)cc2)CC1
  -5	3	3	4	2	7	8.6	5	-2
> Nc1nc2ncc(C(=O)c3cc(Cl)cc(Cl)c3O)cc2s1
  -1	9	-11	-4	-2	21	1.0	6	nt
> COc1nccc(Nc2ccccc2)c1C#N
  -2	6	21	-15	nt	8	-1.7	3	5

Some entries already given, reduced to NPY-Y2 PAM-ag, S1P4 ag and NPY-Y1 PAM-ag:
| canonical_smiles | NPY-Y2 PAM-ag | S1P4 ag | NPY-Y1 PAM-ag |
| --- | --- | --- | --- |
| COc1cccc(-n2nnnc2SCC(=O)c2ccc(NC(C)=O)cc2)c1 | -1 | 0.8 | 2 |
| Cc1cc(NC(=O)c2cc([N+](=O)[O-])cc([N+](=O)[O-])c2)n(-c2ccccc2)n1 | 2 | 1.1 | -18 |

Continuation:
Every second line gives: NPY-Y2 PAM-ag	NPY-Y1 PAM-ag	EP2 mod	S1P4 antag	eIF4E-4G inh	PGE2 EP2 inh	S1P4 ag	p97 ATPase inh	NPY Y1 blocker
> O=C(C1CCC(CNc2c(N3CCCC3)c(=O)c2=O)CC1)N1CCc2ccccc21 (configuration not stated)
  -9	-19	-36	-15	0	2	-0.1	-5	nt
> O=C(O)c1ccccc1OCCOc1ccccc1C(=O)O
  2	-21	5	-6	1	7	-1.6	2	-1
> Cc1ccc(Cc2nnc3n(-c4cccc(C)c4)nc(C(=O)c4ccccc4)n3c2=O)cc1
  -17	-68	33	-19	0	4	1.0	-8	7
> O=c1/c(=C\c2ccc(O)cc2)sc2n1C(c1ccccc1)C(c1ccccc1)=NN=2 (configuration not stated)
  8	-5	31	-24	-6	17	0.8	7	0
> Cc1sc(NC(=O)CSc2nnc(-c3ccccc3)o2)c(C#N)c1C
  -12	-33	9	-11	-3	9	-0.2	0	3
> COc1cccc(N(C(=O)c2ccco2)C(C(=O)NC2CCCC2)c2cccnc2)c1 (configuration not stated)
  -2	16	4	7	-6[fluorescence artefact?]	15	-0.3	-3	1
> O=C(NN=C1CCCC1)C(=O)Nc1cccc(C(F)(F)F)c1
  11	-14	-9	3	3	22	-0.1	4	4
> CSc1ccc(C(=O)C2CCCN(C(=O)c3ccsc3)C2)cc1 (configuration not stated)
  -17	-17	-68	-9	-4	3	0.2	-6	7
> Nc1cc(-c2ccc(Cl)cc2)nn1S(=O)(=O)c1cccc2nsnc12
  3	25	-6	3	-2[fluorescence artefact?]	13	-0.8	9	-1
> Cc1ccc(C)c(N(C(=O)CCC(=O)Nc2cc(C)on2)C(C(=O)NC2CCCC2)c2ccco2)c1 (configuration not stated)
  11	6	32	-1	3	7	2.5	1	-1
> O=C(Nc1cccc(-c2ccccc2)c1)N1CCN(C(=O)Nc2cccc(-c3ccccc3)c2)CC1
  12	15	6	10	-4	6	-0.1	3	nt
> CCOc1cccc(NC(=O)C2CC(=O)N(C)C(=Nc3cccc(F)c3)S2)c1 (configuration not stated)
  37	38	-31	-13	-2	19	1.1	1	-3
> COc1ccc([N+](=O)[O-])cc1N(CC(=O)NCCSc1ccccc1)S(C)(=O)=O
  4	21	-82	-13	4	7	1.0	0	0
> CC1Cc2ccccc2N1C(=O)CSc1nnc(-c2ccc(S(=O)(=O)N3CCCC3)cc2)o1 (configuration not stated)
  4	6	30	-5	-22	6	0.7	5	3
> CCc1ccc(/C=C2/C(=O)N(CC)C(=S)N2C)s1
  4	-16	33	0	-6	7	-0.1	-5	4
> COc1cc(/C=C/c2noc(-c3ccccc3O)n2)cc(OC)c1OC
  -2	-2	-2	-3	-2	15	0.9	8	2
> Cc1ccc2cc(CCNC(=O)C(C)C)c(=O)[nH]c2c1
  -5	-21	7	-8	0	8	0.4	0	3
> COc1ccc(OCC(O)CNC(=O)Nc2ccc(Cl)cc2)cc1 (configuration not stated)
  2	-1	-2	-4	1	6	0.1	2	-3
> CCc1nnc(NC(=O)CSc2nc(-c3ccccc3)cc(-c3ccc(OC)cc3)c2C#N)s1
  -10	2	24	-16	13	15	0.5	4	0
> CC1(C)NC(=O)N(CCCCOc2ccc3ccccc3c2Cl)C1=O
  13	29	-10	-3	7[fluorescence artefact?]	8	-0.4	-4	-4
> Cn1c(SCc2ccccc2[N+](=O)[O-])nnc1-c1cccnc1
  -13	2	16	-6	2	3	-1.1	2	2
> CN(C)S(=O)(=O)c1cc(NC(=O)[C@H](Cc2ccccc2)N2C(=O)c3ccccc3C2=O)ccc1Cl
  13	-1	7	-6	6	13	1.0	6	-3
> CC(Oc1ccc(Cl)cc1)C(=O)NNC(=S)NC(=O)c1ccco1 (configuration not stated)
  -10	-20	-12	3	10	12	-0.5	2	1
> CCOc1cc(/C=N/O)ccc1OCc1ccc(F)cc1
  -7	3	18	-11	2[fluorescence artefact?]	10	1.4	6	0
> Nc1nnc(CSc2ccc(Cl)cc2)s1
  0	1	-7	-2	-3	16	1.4	3	0
> CCOC(=O)CCc1c(C)c(C#N)c2nc3ccccc3n2c1-n1cnc2ccccc21
  5	-10	-3	-16	1	9	2.7	-2	2
> Cc1ccc2nc(NC(=O)c3cccs3)sc2c1
  8	20	-3	-11	4	15	0.5	-2	-8
> Cc1ccc(S(=O)(=O)c2nc(S(C)(=O)=O)sc2NCc2ccc3c(c2)OCO3)cc1
  -6	0	5	6	-2	11	-0.6	12	6
> O=C(/C=C/c1cccs1)N1CCCCC1
  -1	0	-4	-30	3	5	0.4	6	-1
> COC(=O)c1ccc(Nc2cc(C)nc3ncnn23)cc1
  9	4	4	-11	4	9	-1.1	3	-3
> CCCCOCCCNC(=O)c1ccc(OCC)cc1
  -8	-18	11	-3	nt	13	-0.3	1	2
> CCCCNC(=O)CS(=O)Cc1nc(-c2ccc(C)cc2)oc1C (configuration not stated)
  -10	2	-6	-5	-1	15	1.2	-3	8
> O=C1CSc2ccc(C(=O)NCC(c3ccco3)N3CCCCC3)cc2N1 (configuration not stated)
  -6	-5	-29	-13	0	5	0.5	2	-5
> O=C(Cn1cncn1)NCc1ccccc1Br
  -11	4	-11	-6	-2	6	1.8	0	3
> CCCn1nc(NC(=O)c2cccs2)c2cc3cccc(C)c3nc21
  -7	-8	26	9	-3	8	10	-4	nt
> Cc1ccccc1C(=O)OC(C)CN1CCN(C)CC1 (configuration not stated)
  -10	-1	22	10	-1	3	0.2	0	4
> N#Cc1nc(-c2cccs2)oc1NCCN1CCOCC1
  2	14	12	-12	-4	nt	-0.1	4	-4
> CN(CC(O)COc1ccc(S(=O)(=O)N2CCOCC2)cc1Cl)C1CCCCC1 (configuration not stated)
  13	12	-10	-16	-2	9	0.7	2	nt
> CC(C)C(c1nnnn1C1CCCC1)N1CCCCC1 (configuration not stated)
  -8	-6	17	-15	2[fluorescence artefact?]	17	-0.2	4	3
> COC(=O)c1cc(NC(=O)Cn2c(=O)cnc3ccccc32)cc(C(=O)OC)c1
  -6	-10	9	-23	-34	11	1.6	4	1
> Cc1cc(/C=C2\C(=N)N3N=C(c4ccco4)SC3=NC2=O)c(C)n1Cc1ccccc1
  -8	-4	-28	6	-2	13	1.2	6	nt
> Cc1cccc(NC(=O)NC(=O)c2ccccc2)n1
  -14	10	-10	8	5	4	1.4	3	5
> Cc1ccc(S(=O)(=O)Nc2cccc(Oc3cnccn3)c2)cc1
  -9	3	7	-1	4	5	-0.2	3	8
> O=c1cc(N2CCN(c3ccccc3)CC2)[nH]c(=O)n1-c1ccccc1Cl
  7	-2	-1	-15	-1[fluorescence artefact?]	7	0.3	3	-2
> COc1ccccc1S(=O)Cc1ccc(C(=O)O)o1 (configuration not stated)
  -5	-7	15	-19	-4	7	0.4	1	7
> Cc1cc(NC(=O)Cn2cnc3c(nnn3-c3ccc(C)c(Cl)c3)c2=O)no1
  6	14	12	-15	-4	9	-0.7	6	3
> COc1ccc(-c2nc(SCc3ccccc3)n(S(C)(=O)=O)n2)cc1
  -15	-33	2	-9	2	2	-1.1	4	4
> Cc1csc(NC(=O)CCc2c(C)nc3cc(-c4cccc(F)c4)nn3c2C)n1
  6	-16	-42	-5	3	16	2.0	-4	3
> O=C(O)c1ccc(-c2ccc(Cl)cc2Cl)o1
  -25	3	44	4	3[fluorescence artefact?]	6	0.6	2	14
> CC(=O)/C=C1/C(=O)Nc2ccccc21
  0	-4	-54	11	2	29	-0.1	1	0

Later entries
Every second line gives: NPY-Y2 PAM-ag	NPY-Y1 PAM-ag	EP2 mod	S1P4 antag	eIF4E-4G inh	PGE2 EP2 inh	S1P4 ag	p97 ATPase inh	NPY Y1 blocker
> COCCCn1c(SCC(=O)Nc2cccc(C)n2)nnc1-c1ccco1
  8	-17	40	-5	7	14	-1.4	5	-5
> Cc1ccccc1OCc1nc(-c2ccc(NC(=O)c3ccc4c(c3)OCO4)cc2)no1
  8	21	4	-1	-12	13	1.1	1	-7
> CC(/C=N\N1CCN(Cc2ccc(C)cc2)CC1)=C\c1ccccc1
  -20	-21	-32	-7	7	4	0.6	-2	2
> Clc1cccc(Cc2ccc(Cl)nn2)c1
  -10	-4	-4	3	2	4	2.6	1	-2
> CC(C)(C)c1ccc(C(=O)NCCN2CCCC2)cc1
  2	-5	4	-10	0	11	0.9	3	5
> COc1ccc(Nc2ncnc3ccccc23)c(OC)c1
  20	-7	5	-3	5	nt	0.4	1	2
> CC(C)NC(=O)c1onc(CSc2ccc(F)c(F)c2)c1C(=O)O
  -28	-11	14	2	3	10	2.2	-5	15
> Cc1cc(C(=O)O)c2ccccc2n1
  1	-13	11	9	4	9	-0.3	2	2
> Cc1cc(C)nc(SCc2nnc(SCC(=O)N3CCOCC3)o2)n1
  4	-11	23	-12	3[fluorescence artefact?]	9	0.6	-7	8
> O=C(OCC(=O)c1ccccc1Br)c1ccncc1
  8	1	3	-11	1	13	1.1	2	4
> Cc1ccc(-c2nnn(CC(=O)N(CC3CCCO3)C(C(=O)NC3CCCC3)c3ccc(O)cc3)n2)o1 (configuration not stated)
  0	-5	27	5	0	1	0.1	4	-1
> CCOc1[nH]n(-c2ccccc2)c(=O)c1C=NCC(=O)OC
  -15	-3	-2	-7	-7	11	-0.5	3	1

From PubChem BioAssay
